High-throughput results: PubChem, Broad Institute
C2C12 statin = suppressors of simvastatin-induced myotoxicity in C2C12 myotubes. ATP luminescence, 48 h; scaled: DMSO 0, geranylgeraniol control 100. rescue of ATP level, % at 7.49 µM. 330,000 compounds, 0.78% hits. AID 602340;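 active = mean ATP rescue above about 67%, or every replicate alone reaching that limit, limit read from the data, passing the limit was not always enough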;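 note: myotubes were challenged with 10 µM simvastatin during compound exposure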
ARNT TACC3 PPI = disruptors of human ARNT/TACC3 interaction; Q9Y6A5; AlphaScreen His-ARNT PAS-B/GST-TACC3 binding, luminescence; TACC3 fragment carries E629A point mutation; 390,000 compounds, 0.66% hits; inhibition, % at 9.99 µM;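 active = mean inhibition of replicates at least 50% and at least half of replicates each reaching 50%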;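 note: 0% = complete ARNT plus TACC3 wells and 100% = ARNT alone without TACC3; many hits fall short of the cut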
Cneo AK release = Cryptococcus neoformans lysis via adenylate kinase release; 360,000 compounds, 0.2% hits; lysis activity, % at 15 µM; C. neoformans lysis, adenylate kinase release luminescence, 4 h; normalised: neutral wells 0, clomiphene wells 100; AID 651654;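 active = mean lysis activity across replicates of at least 80%, whatever share of replicates individually reach that level; inactive = mean lysis activity below 80%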
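Assay system: C. neoformans cells. Amount: yeast cell density of 5 × 10^6 cells/mL. Technique: AK luminescence. Buffer or medium: YPD. Times: static 4 h at 37 °C with compound, 1 h detection. Dosing: single-point compound dose. Read-out: lysis from increased AK signal.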
PglD DTNB = blocks C. jejuni PglD acetyltransferase activity. AID 602405. inhibition, % at 12.5 µM. purified PglD enzyme, DTNB colorimetric CoA detection. 360,000 compounds, 0.098% hits; in the data active = inhibition above about 16%, passing the limit was not always enough; note: strong numbers were not always called active
PAX8 reporter = lowers PAX8-driven luciferase in RMG-I cells | RMG-I TPO-luciferase reporter, SteadyGlo, 24 h | inhibition, % at 12.6 µM | 360,000 compounds, 1.2% hits | AID 652154;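 active = mean replicate inhibition at least 60% with every replicate also reaching 60%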;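 note: luciferase light reporting Pax8 driven TPO promoter activity; plate controls were median of neutral control wells for no effect and mitoxantrone controls for full effect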
PGC1a acetyl inh = modulators of PGC1a acetylation. U2OS PGC1a acetylation, AlphaScreen anti-acetyl-lysine; with virally co-expressed GCN5 acetyltransferase. inhibition, % at 15.6 µM. 350,000 compounds, 0.17% hits;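 active = every replicate shows inhibition of at least 40%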;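 note: 0% = neutral control wells and 100% = positive control wells; some results beyond the cut were filed as inactive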
LGR2 antag = blocks bursicon-induced cAMP signaling via Drosophila LGR2. HEK293 LGR2, CRE-luciferase, bursicon-stimulated, 4 h. 380,000 compounds, 0.35% hits. inhibition, % at 9.99 µM;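 active = drop in luminescence signal, shown as inhibition above about 50% in the replicate tests, limit read from the data, passing the limit was not always enough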;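 note: agonist challenge used bursicon conditioned medium at about half maximal strength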
INS-1E GSIS act = GLuc luminescence reporter in INS-1E cells, primary screen for activators of glucose-dependent secretion of insulin; INS-1E GLuc reporter insulin secretion, 2-3 h; activation, % at 16.6 µM; 370,000 compounds, 0.61% hits;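 active = lowest replicate activation of at least 40%, so every replicate reaches that level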;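 note: 0% = median of neutral control wells and 100% = median of IBMX positive control wells; some compounds called inactive have numbers as strong as hits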
An asterisk follows results filed as active; x = not tested or not shown; & = joins results of further samples. Hits appear at their usual frequency; 2.9% or so of the library scored in one or more.

Results follow in this order: PGC1a acetyl inh	C2C12 statin	PglD DTNB	LGR2 antag	PAX8 reporter	ARNT TACC3 PPI	INS-1E GSIS act	Cneo AK release
> COc1ccc(CCNC(=O)C2CCN(c3nn4c(=O)cc(C)nc4s3)CC2)cc1OC
 : 0.0	10.6	6.4	x	x	3.2	x	8.1
> CSc1ccccc1C(=O)C1CCCN(Cc2c(C)n(C)n(-c3ccccc3)c2=O)C1 (stereo not drawn)
 : -2.3	-17.2	x	17.6	21.1	-1.6	7.0	x
> Cc1cccc(C(=O)Oc2csc(=S)n2C(=O)c2cccc(C)c2)c1
 : 7.9	7.7	-5.8	x	-2.1	0.0	x	-0.1
> CO[C@@H]1CN(C)C(=O)c2ccc(NC(=O)NC(C)C)cc2OC[C@@H](C)N(C(=O)NC(C)C)C[C@@H]1C
 : -9.8	-5.3	1.6	24.3	x	-8.2	7.6	-3.1
> COc1cc(S(=O)(=O)NCc2cccnc2)ccc1F
 : -14.8	-0.7	4.1	x	-21.4	-9.8	x	-0.5
> CN(C)CC(=O)N[C@H]1CC[C@H](CCNS(=O)(=O)c2ccccc2)O[C@H]1CO
 : -1.4	7.2	-1.6	-3.9	-5.5	-12.9	-7.3	2.1
> Cc1ccc(CNC(=O)c2nnc(Cc3ccc(Cl)cc3)o2)cc1
 : -4.0	4.8	1.1	21.4	4.1	-6.5	1.4	-1.0
> C[C@@H]1CN([C@H](C)CO)C(=O)c2cccc(NC(=O)Nc3cccc4ccccc34)c2O[C@H]1CN(C)S(=O)(=O)c1ccccc1
 : -4.1	0.5	4.3	-3.3	-1.3	-4.4	-4.4	-2.4
> COc1ccc(C(=O)Oc2c(OC)cc(C(=S)N3CCOCC3)cc2OC)cc1OC
 : -10.8	-4.8	2.0	-0.5	16.6	2.0	-0.4	2.2
> c1ccc(C2Nc3ccccc3C3OCCCC23)cc1 (stereo not drawn)
 : 0.6	-4.6	-2.7	-15.3	-8.5	-6.4	31.4	-6.4
> Cc1nn(-c2ccccc2)c(C)c1/C=C/C(=O)OCC(=O)Nc1ccc(C(N)=O)cc1
 : -15.8	7.5	1.3	x	-0.4	2.4	x	1.3
> COc1cccc(CN(C(=O)COc2ccccc2[N+](=O)[O-])C2CCS(=O)(=O)C2)c1 (stereo not drawn)
 : 8.3	2.3	-4.8	x	x	-2.2	x	0.5
> COCCCN(C(=O)c1cc2c(s1)CCCCC2)c1c(N)n(Cc2ccccc2)c(=O)[nH]c1=O
 : -2.8	17.1	2.2	13.7	-1.4	-6.1	-14.1	0.9
> Cc1ccc(Cc2cncc(O)c2)cc1S(=O)(=O)O
 : 0.0	-3.1	3.9	x	9.5	16.7	x	-0.8
> COc1cc(C(=O)NNC(=O)CCOc2ccccc2C)cc(OC)c1OC
 : -3.1	-10.7	-2.4	-11.6	9.8	-1.3	-2.1	-1.1
> CCCOC1CCCN(C(=O)c2cc(COc3cncc(Cl)c3)on2)C1 (stereo not drawn)
 : x	-0.2	-3.7	-72.4	-217.0	-1.0	10.1	-1.0
> COC(=O)[C@]1(C)N[C@H](CN(C)C(=O)NC(C)C)[C@@H]2C(=O)N(Cc3ccccc3)C(=O)[C@@H]21
 : x	-7.6	-1.8	-7.5	-7.7	-3.2	6.1	0.3
> Cc1ccc(CN2CCN(Cc3cccc(-n4cccn4)c3)CC2CCO)cc1 (stereo not drawn)
 : x	9.2	4.8	-37.4	1.9	13.9	-12.9	3.4
> C[C@@H]1CCCCO[C@H](CN(C)C)[C@@H](C)CN([C@@H](C)CO)C(=O)c2cc(NC(=O)c3ccncc3)ccc2O1
 : 3.2	20.1	x	6.3	9.9	x	3.0	x
> COc1cccc2cc(C(=O)C3=C(O)C(=O)N(CCN4CCOCC4)C3c3cccc(Cl)c3)oc12 (stereo not drawn)
 : x	19.3	0.1	7.9	14.5	x	-3.7	-0.4
> C[C@H]1CN([C@@H](C)CO)C(=O)c2cc(C#CCN(C)C)cnc2O[C@H]1CN(C)Cc1ccc(-c2ccccc2)cc1
 : -19.8	2.3	-0.3	3.6	x	17.6	16.8	13.7
> O=C(C[C@@H]1C[C@H]2c3cc(NC(=O)C4CCC4)ccc3O[C@H]2[C@H](CO)O1)NCc1ccccc1
 : -3.6	-8.7	0.6	-3.0	18.3	1.0	-4.9	2.0
> C[C@@H]1ON(C)[C@H]2C[C@H]3c4cc(-c5cccc(F)c5)ccc4CCN3C(=O)[C@@H]12
 : x	0.8	-0.4	-20.7	10.3	3.0	11.5	0.7
> CC1(C)CC(=O)C=C(NCc2ccc(C(=O)O)cc2)C1
 : -1.4	9.5	2.4	-0.6	4.5	x	2.5	4.8
> Cc1nn(-c2ncc(C(F)(F)F)cc2Cl)c(=O)n1-c1ccc(F)cc1
 : 0.3	-0.3	6.3	10.2	-3.1	-0.1	3.1	2.9
> CC(C)(C)c1cc(-c2nc(N)nc(N)n2)cc(C(C)(C)C)c1
 : x	x	x	-0.7	-6.5	0.0	0.4	x
> CCNC(=O)[C@@H]1[C@@H](CO)[C@@H]2Cn3c(ccc(-c4cccnc4)c3=O)[C@@H]2N1Cc1ccccc1
 : 8.5	-3.0	-3.4	0.1	8.4	8.7	3.2	-1.0
> COc1ccc(OC)c(C(O)c2ncc(-c3ccccc3OC)[nH]2)c1 (stereo not drawn)
 : x	6.2	-4.5	-14.6	7.2	x	x	-0.9
> Cc1cnccc1CN(C)Cc1nc(Cc2ccccc2Cl)no1
 : 6.5	-29.0	1.4	-3.3	21.1	-4.7	-25.1	-8.7
> CN(Cc1cnn(-c2ccc(F)cc2)c1)Cc1nc(Cc2ccccc2)no1
 : x	-6.0	2.9	7.3	7.6	-2.2	-11.7	-0.6
> COc1ccccc1-n1ccnc(SCC(=O)NC2CCCC2)c1=O
 : x	-6.6	x	-14.6	-15.7	1.0	-8.4	x
> O=C(COc1cc(Cl)ccc1Cl)N1CCNC1=O
 : -3.9	8.6	0.2	7.7	9.0	2.2	11.5	-0.1
> COCCCNC(=S)Nc1ccc2c(c1)OCCO2
 : -0.3	x	3.0	-10.1	-14.6	-23.8	25.1	-2.7
> CCOC(=O)C1=C(C)NC(SC)=C(C#N)C1CC(C)C (stereo not drawn)
 : -4.7	x	2.8	9.4	23.4	-25.7	-19.5	1.6
> Nc1c(Cl)ncnc1N/N=C/c1ccncc1
 : 6.9	x	1.5	-15.4	-7.8	x	9.3	-1.8
> CN(C(=O)C1CC1)C1CCS(=O)(=O)C1 (stereo not drawn)
 : -82.1	-4.0	-2.5	-7.0	-1.1	2.9	2.1	-1.3
> C[C@H]1CN([C@@H](C)CO)C(=O)Cc2cc(NC(=O)Cc3ccccc3)ccc2O[C@@H]1CN(C)CC1CCCCC1
 : x	-0.1	0.2	7.9	-5.9	0.5	-5.2	-5.4
> O=C(OCCN1C(=O)c2cccc3c(N4CCOCC4)ccc(c23)C1=O)c1ccc(Cl)cc1
 : x	x	x	-10.5	61.4*	-26.1	2.9	x
> COc1cccc2cc(C(=O)NCc3ccccc3Br)c(=O)oc12
 : 7.0	20.5	-2.5	12.8	x	-12.6	26.6	0.5
> CN(C)CC(=O)N1[C@@H]2c3ccc(C4=CCCC4)c(=O)n3C[C@H]1[C@H](CO)[C@H]2C(=O)NCC1CCCCC1
 : x	-26.8	3.0	-6.3	x	-1.9	-2.0	-1.1
> CO[C@H]1CN(C)C(=O)c2cc(NC(=O)C3CCOCC3)ccc2OC[C@H](C)N(C)C[C@H]1C
 : x	-4.6	2.1	5.6	-9.9	-8.1	27.2	-7.3
> Cc1cccc(C(C(N)=O)c2ncc(C(F)(F)F)cc2Cl)c1 (stereo not drawn)
 : 1.6	x	x	2.7	-5.7	5.8	-3.2	x
> CCN(CC)c1ccc(SS(=O)(=O)O)cc1
 : 5.3&6.0	19.2&26.7	-2.8&0.1	-46.7	x	-28.0&4.0	-6.8	4.1&4.4
> C[C@@H]1CN([C@@H](C)CO)S(=O)(=O)c2ccc(Br)cc2O[C@H]1CN(C)Cc1ccccc1
 : -39.8	-92.6	-0.1	4.4	15.9	-2.6	-10.0	1.8
> C/C(=N\NC(=O)c1ccccc1[N+](=O)[O-])c1c(O)cc(C)oc1=O
 : 18.7	-10.4	1.8	19.9	11.5	x	1.8	3.1
> Cc1cccc(C)c1NC(=O)C1CCN(S(C)(=O)=O)CC1
 : -10.7	12.9	2.3	-8.9	-18.3	7.5	14.3	-0.7
> O=C(Nc1ccc2c(c1)[C@@H]1C[C@H](CC(=O)N3CCc4ccccc4C3)O[C@@H](CO)[C@@H]1O2)C1CCC1
 : -3.4	-3.9	-2.9	-1.1	19.1	0.1	-4.3	-11.7
> O=C(Nc1ccc(F)cc1)Nc1ccc2c(c1)[C@H]1C[C@H](CC(=O)N3CCOCC3)O[C@H](CO)[C@H]1O2
 : -0.2	1.2	-1.1	20.9	-4.4	-2.6	-2.6	-11.1
> Cc1cccc(/C=N/NC(=O)c2ccc(Br)cc2)c1
 : 2.4	1.4	-6.9	-43.3	-113.6	1.0	-8.1	-1.4
> CCC(=O)Oc1ccc(C2NC(=O)c3ccccc3O2)cc1OC (stereo not drawn)
 : 7.8	21.8	0.0	3.6	16.6	-2.5	-8.0	4.0
> COc1cc(/C=N/NC(N)=S)cc(Br)c1OCc1ccccc1F
 : x	x	x	41.1	70.5*	-24.5	-19.7	x
> O=S(=O)(NCc1ccc(F)cc1)c1ccc(-c2cnc(C3CC3)o2)cc1
 : 2.5	-7.7	12.6	-8.0	8.1	-4.7	6.3	-2.2
> COc1ccc(CCN(C)C(=O)CNC(=O)c2ccc3c(c2)OCO3)cc1OC
 : -2.8	x	-4.4	-4.7	-8.4	7.4	-1.9	0.8
> Cc1ccc(OCCOc2cccc(/C=N/NC(N)=O)c2)cc1
 : x	0.4	-0.2	-28.5	-13.8	-28.5	11.0	-5.8
> CCCCOc1ccc(S(=O)(=O)NC(=O)C2(C)CCN2C(=O)Cc2ccccc2Cl)cc1 (stereo not drawn)
 : 2.2	5.8	0.5	12.5	-12.4	x	24.5	0.2
> CC(C)NC(=O)Nc1ccc2c(c1)C(=O)N([C@@H](C)CO)C[C@H](C)[C@@H](CN(C)Cc1ccccc1)OCCCC[C@H](C)O2
 : 10.0	27.8	-1.0	-29.8	-11.4	-1.0	3.9	0.1
> C[C@@H](C(=O)Nc1ccc2ccccc2c1)[C@H]1C[C@]1(C)[C@H](NC(=O)OCc1ccccc1)c1ccccc1
 : 0.5	-26.0	-5.2	-11.9	38.0	x	-11.9	-0.6
> CC(=O)CSc1nc2ccccc2o1
 : 5.4	0.9	2.8	x	-79.5	-3.4	x	0.0
> COc1ccc(/C=N/N=C2/NC(=O)C(CC(=O)O)S2)cc1OCc1ccc(Cl)cc1Cl (stereo not drawn)
 : -5.9	x	-0.6	x	0.4	0.7	x	0.4
> O=C(c1ccc(F)cc1)N1CCN(c2ccc([N+](=O)[O-])c(N3CCCCC3)c2)CC1
 : 2.2	-8.6	2.4	x	x	12.1	x	-1.4

Some of these compounds in order of their number in LGR2 antag, falling:
canonical_smiles	PGC1a acetyl inh	PglD DTNB	LGR2 antag	ARNT TACC3 PPI	INS-1E GSIS act
O=C(COc1cc(Cl)ccc1Cl)N1CCNC1=O	-3.9	0.2	7.7	2.2	11.5
CN(C)CC(=O)N1[C@@H]2c3ccc(C4=CCCC4)c(=O)n3C[C@H]1[C@H](CO)[C@H]2C(=O)NCC1CCCCC1	x	3.0	-6.3	-1.9	-2.0
CCCOC1CCCN(C(=O)c2cc(COc3cncc(Cl)c3)on2)C1 (stereo not drawn)	x	-3.7	-72.4	-1.0	10.1
